# MrgX1 antag = human MrgX1 receptor antagonism, primary screen | Q96LB2 | 310,000 tested, 1.3% active | AID 588676 | B-score at 10 µM | MRGX1-HEK293 calcium flux, Fluo-4, BAM8-22 antagonism; active compounds read low;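 active = calcium-response B-score plate-corrected more than 3 library SD below zero, starting fluorescence within 5 deviations, no agonist response on first addition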;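 also: peak minus trough fluorescence over baseline after final BAM8-22 challenge near maximal dose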
# Target sequence (Q96LB2 whole entry, looked up): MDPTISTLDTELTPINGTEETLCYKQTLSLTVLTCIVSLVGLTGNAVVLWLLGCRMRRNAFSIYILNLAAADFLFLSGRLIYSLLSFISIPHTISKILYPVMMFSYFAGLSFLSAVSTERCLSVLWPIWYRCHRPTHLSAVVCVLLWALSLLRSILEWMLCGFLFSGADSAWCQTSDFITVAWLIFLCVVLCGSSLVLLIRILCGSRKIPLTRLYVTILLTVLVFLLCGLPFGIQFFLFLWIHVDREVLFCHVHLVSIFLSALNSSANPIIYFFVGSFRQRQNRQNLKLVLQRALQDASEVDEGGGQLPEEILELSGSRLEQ
# SKKanGAS inh = inhibitors of SKKanGAS S. pyogenes growth in kanamycin (SK-promoter or general growth effect); BacTiter-Glo, 6 h; inhibition, % at 7.5 µM; 300,000 tested, 1.3% active;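 active = mean replicate score, as percent of positive control median, at least 50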;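 also: strain carries kanamycin resistance gene driven by streptokinase promoter and grows in 40 µg/ml kanamycin; loss of luminescence reflects streptokinase promoter inhibition or plain growth inhibition; 0% = median of DMSO wells and 100% = positive control at its reference dose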
# RGS4 inh = human RGS4 inhibition. HEK293 M3R/RGS4 inducible, Fluo-4 calcium flux; active compounds read high; triggered by carbachol at its EC20. 310,000 tested, 0.45% active. B-score at 10 µM;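 active = B-score, a plate-corrected calcium signal, over three deviations above library mean, with baseline fluorescence within five deviations of library mean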;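 also: RGS4 expression induced by doxycycline in cells with stable M3 receptor; B-score is computed from the integrated fluorescence ratio over baseline after carbachol; higher B-score means a larger calcium signal and so more RGS4 inhibition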
# Target sequence (P49798 whole entry, looked up): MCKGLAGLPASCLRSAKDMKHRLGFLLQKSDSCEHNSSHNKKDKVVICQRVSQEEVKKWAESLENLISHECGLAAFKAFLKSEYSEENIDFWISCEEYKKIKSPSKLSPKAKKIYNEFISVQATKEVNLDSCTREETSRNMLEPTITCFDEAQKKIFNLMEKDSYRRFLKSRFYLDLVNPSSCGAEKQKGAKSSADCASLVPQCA
# TMEM16A inh = blocks the mouse calcium-activated chloride channel TMEM16A; Q8BHY3; HEK293 TMEM16A/YFP iodide influx fluorescence, ionomycin; normalized B-score (activity score, 25-100; higher = stronger inhibition) at 10 µM; 310,000 tested, 1.2% active;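 active = ratio plate-corrected score three or more library SD toward inhibition, starting fluorescence score within five deviations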;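 also: score derived from kinetic fluorescence span divided by baseline fluorescence per well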
# MrgX1 allo act = human MrgX1 positive allosteric modulation, primary screen; Q96LB2; MrgX1-HEK293, Fluo-4 calcium flux, FDSS; active compounds read high; B-score at 10 µM; 310,000 tested, 0.63% active; AID 588675;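 active = plate-corrected calcium response at least 3 library SD above typical, normal starting fluorescence, not activating the receptor alone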;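 also: compound read alongside a low EC10 to EC30 dose of BAM8-22 agonist; peak minus trough fluorescence over baseline measured at the second addition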
# ANO1 activ = activators or potentiators of mouse TMEM16A chloride channel. HEK293 TMEM16A/YFP-H148Q/I152L, iodide quench fluorescence; active compounds read low. 340,000 tested, 0.3% active. B-score at 10 µM;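 active = fluorescence-ratio B-score plate-corrected deviation score at least 3 library SD below zero, with starting fluorescence score within 5 deviations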;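 also: channel opened by trigger with iodide after compound preincubation; score built on the fluorescence ratio of max minus min over baseline; more negative score means more quench and so TMEM16A activation or potentiation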
# RGS4 act = potentiators or activators of RGS4; HEK293 M3R/inducible RGS4, carbachol calcium flux Fluo4; active compounds read low; B-score at 10 µM; 310,000 tested, 0.92% active;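 active = B-score of the integrated calcium signal more than 4 SD below the library mean, with starting fluorescence not abnormally high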;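 also: negative B-score means reduced calcium response which marks RGS4 activation or potentiation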
#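 Material: M3R-expressing HEK293 line, RGS4 induced by doxycycline | Schedule: Overnight RGS4 induction, 30 min dye load 37 °C, 20 min compound RT | Measured by: Fluo4 fluorescence kinetic imaging of calcium | Read-out: Integrated calcium ratio converted to B score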
# HDAC3 inhib = human HDAC3 inhibition; 320,000 tested, 0.15% active; inhibition, % at 8.3 µM; recombinant HDAC3, fluorogenic peptide/trypsin coupled, fluorescence; in the data active = inhibition above about 26%, passing the limit was not always enough
# Target sequence (O15379 whole entry, looked up): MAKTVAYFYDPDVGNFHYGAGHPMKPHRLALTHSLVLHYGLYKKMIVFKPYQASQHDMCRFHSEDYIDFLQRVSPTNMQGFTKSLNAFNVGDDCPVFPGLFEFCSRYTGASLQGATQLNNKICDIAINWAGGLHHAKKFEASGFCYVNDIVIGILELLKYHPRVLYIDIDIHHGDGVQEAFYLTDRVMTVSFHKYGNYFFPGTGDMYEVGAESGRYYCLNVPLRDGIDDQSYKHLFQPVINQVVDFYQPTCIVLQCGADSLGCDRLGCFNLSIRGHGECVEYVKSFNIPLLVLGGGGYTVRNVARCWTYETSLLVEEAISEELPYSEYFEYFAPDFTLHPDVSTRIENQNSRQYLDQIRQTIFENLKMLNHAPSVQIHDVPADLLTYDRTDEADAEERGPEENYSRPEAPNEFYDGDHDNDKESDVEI
# TRPC6 inhibitor = mouse TRPC6 channel inhibition; Q61143; HEK293-TRPC6, membrane potential dye, ACh-evoked depolarization; active compounds read low; B-score at 10 µM; 310,000 tested, 1.1% active;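 active = B-score under library mean minus 3 SD, initial fluorescence not abnormally high, positive integrated signal ratio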;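 also: B-score derived from integrated fluorescence ratio over the kinetic read; more negative B-score means stronger inhibition of depolarization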
# TRPC6 activator = activates the mouse TRPC6 cation channel; B-score at 10 µM; 310,000 tested, 0.13% active; AID 2550; HEK293-TRPC6 membrane potential dye fluorescence; active compounds read high; Q61143;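 active = B-score of the integrated fluorescence ratio above library mean plus 3 SD, and starting fluorescence ratio within library mean plus 5 SD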;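 also: higher score means more depolarization so channel activation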
# MrgX1 agonist = activates human MrgX1 receptor signaling. AID 588627. Q96LB2. 310,000 tested, 0.44% active. MrgX1-HEK293 cells, Fluo-4 calcium fluorescence, agonist mode; active compounds read high. B-score at 10 µM;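 active = calcium response B-score plate-corrected fluorescence ratio at least 3 library SD, with starting fluorescence B-score inside 5 SD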
#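 Material: MrgX1-expressing HEK293 cells / Dosing: compound as first of three additions / Incubation: overnight seeding, then 1 h dark dye loading / Signal: Fluo-4 NW calcium fluorescence / Evaluation: B-scored fluorescence response ratio / Benchmarks: positive and negative control wells on each plate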
# Active calls of the source: *; i = inactive; · = no result given.
SMILES,MrgX1 antag,SKKanGAS inh,RGS4 inh,TMEM16A inh,MrgX1 allo act,ANO1 activ,RGS4 act,HDAC3 inhib,TRPC6 inhibitor,TRPC6 activator,MrgX1 agonist
CC1CCCCC1NC(=O)CN1CCC(NC(=O)c2cccc(F)c2)CC1 (centres undefined),i,1,i,i,i,i,i,-2,i,i,i
COCCNC(=O)c1ccc(CSCc2cccc(Cl)c2)o1,i,-6,i,i,i,i,i,-2,i,i,i
O=C(C(c1ccccc1)c1ccccc1)N1CCN(c2ccccn2)CC1,i,-9,i,i,i,i,i,2,i,i,i
Cc1cccc(OCC(=O)Nc2sc3c(c2C#N)CCC3)c1,i,-16,i,i,i,i,i,1,i,i,i
COc1cccc(C2=NOC(C(=O)Nc3ccc(OC)c(OC)c3)C2)c1 (centres undefined),i,-10,i,i,i,i,i,-1,i,i,i
CC(OC(=O)/C=C/c1ccccc1)C(=O)N1CCc2ccccc21 (centres undefined),i,-13,i,i,i,i,i,1,i,i,i
COc1cccc(N2C(=O)CN(Cc3ccccc3)C2=S)c1,i,17,i,i,i,i,i,13,i,i,i
COC(=O)c1ccc(CNC(=O)C2CCC(=O)N(Cc3cccc(F)c3)C2)cc1 (centres undefined),i,6,i,i,i,i,i,3,i,i,i
Cc1ccc(C(=O)C(C)OC(=O)Cc2c[nH]c3ccccc23)cc1 (centres undefined),i,-6,i,i,i,i,i,4,i,i,i
CC(=O)c1ccc(N2CCC(C(=O)O)CC2)cc1,i,2,i,i,i,i,i,5,i,i,i
O=C(NC12CC3CC(CC(C3)C1)C2)N1CCN(C2CCCCC2)CC1,i,-15,i,i,i,i,i,-4,i,i,i
CCOCCCNCc1ccc(OC)c(OC)c1,i,-3,i,i,i,i,i,-3,i,i,i
CCC(=O)N1CCN(c2ccc(NC(=O)COc3ccccc3Cl)cc2)CC1,i,5,i,i,i,i,i,6,i,i,i
Cc1cc(Cl)ccc1OC(C)C(=O)NCCc1ccc2c(c1)OCCO2 (centres undefined),i,-4,i,i,i,i,i,-1,i,i,i
CC(C)(C)NC(=S)N/N=C/c1cccnc1,i,17,i,i,i,i,i,6,i,i,i
O=C(Cc1ccccc1)N/N=C/c1ccc(OC(=O)/C=C\c2ccco2)cc1,i,1,i,i,i,i,i,5,i,i,i
COc1cc2c(cc1OC)CN(CC(=O)Nc1ccc(F)cc1)CC2,i,-4,i,i,i,i,i,-1,i,i,i
COc1ccc(NC(=O)c2ccc(CN3CCN(c4ccccc4)CC3)cc2)cc1OC,i,·,·,i,i,i,·,-1,·,·,i
O=C(CNC(=O)c1cccs1)NCCN1CCN(Cc2ccccc2)CC1,i,-7,i,i,i,i,i,-4,i,i,i
O=C(O)CCCCCn1c(SCc2cc(=O)n3ccccc3n2)nc2ccsc2c1=O,i,11,i,i,i,i,i,-1,i,i,i
Cc1ccc(NC(=O)CN2CCCCCC2)cc1Br,i,-6,i,i,i,i,i,-1,i,i,i
Cc1c(Cl)cccc1NC(=S)N1CCCCCC1,i,-3,i,i,i,i,i,1,i,i,i
Cc1cc(NC(=O)CSc2nnc3c4c(C)c(C)sc4ncn23)no1,i,28,i,i,i,i,i,-9,i,i,i
Cc1ccc(S(=O)(=O)Nc2cc(C(F)(F)F)ccc2N2CCOCC2)cc1,i,31,i,i,i,i,i,11,i,i,i
COc1ccc(NC(=O)CN2CCN(Cc3ccc4c(c3)OCO4)CC2)cc1OC,i,2,i,i,i,i,i,1,i,i,i
O=C(N/N=C/c1cccc(O)c1)c1ccc(NC(=O)C2CCCCC2)cc1,i,1,i,i,i,i,i,-7,i,i,i
Cc1cc(NC(=O)CCn2c(=O)sc3ccccc32)no1,i,-2,i,i,i,i,i,-1,i,i,i
CCN(CC)CCN1C(=O)c2cccc3cc(N)cc(c23)C1=O,i,6,i,i,i,i,i,3,-5.5*,i,i
Cc1cc(C(=O)Nc2nc3ccc(S(C)(=O)=O)cc3s2)c(C)o1,i,0,i,i,i,i,i,4,i,i,i
Cc1ccccc1C(=O)N1CCC(C(=O)NCCc2ccc(S(N)(=O)=O)cc2)CC1,i,1,i,i,i,i,i,-1,i,i,i
CCN(Cc1ccccc1)C(c1ccncc1)c1nnnn1C(C)(C)C (centres undefined),i,-8,i,i,i,i,i,-2,i,i,i
Cc1cccc(C)c1NC(=O)CN(C)C(=O)c1cccc(S(=O)(=O)N2CCN(c3ccccc3)CC2)c1,i,-6,i,i,i,i,i,-5,i,i,i
COC(=O)C(CC(C)C)N1CCC(=O)c2ccccc2S1(=O)=O (centres undefined),i,25,i,i,i,i,i,-6,i,i,i
CCCCCCc1nc(C(N)=O)c2[nH]c(=O)n(-c3ccccc3F)c2n1,i,-2,i,i,i,i,i,-1,i,i,i
COc1ccc(C2(CNC(=O)c3ccc(OC)c([N+](=O)[O-])c3)CCOCC2)cc1OC,i,1,i,i,i,i,i,5,i,i,i
CN1C(=O)N(C)C2C1NC(=O)N2C (centres undefined),i,-1,i,i,i,i,i,-3,i,i,i
COc1cccc(/C=N/NC(=O)c2cnn(-c3ccccc3)c2N)c1,i,5,i,i,i,i,i,7,i,i,i
O=S(=O)(/N=C(\c1ccccc1F)N1CCCCC1)c1ccccc1,i,0,i,i,i,i,i,8,i,i,i
Cc1ccc(S(=O)(=O)N2CCOCC2)cc1NC(=O)COc1cccc(Oc2ccccc2)c1,i,-1,i,i,i,i,i,6,i,i,i
CCc1ccc(NC(=O)Nc2cccc(OC)c2)cc1,i,3,i,i,i,i,i,2,i,i,i

# Some entries already given, showing only TRPC6 activator, MrgX1 antag and MrgX1 agonist:
Structure | TRPC6 activator | MrgX1 antag | MrgX1 agonist
O=C(NC12CC3CC(CC(C3)C1)C2)N1CCN(C2CCCCC2)CC1 | i | i | i
CCOCCCNCc1ccc(OC)c(OC)c1 | i | i | i

# Continued.
SMILES,MrgX1 antag,SKKanGAS inh,RGS4 inh,TMEM16A inh,MrgX1 allo act,ANO1 activ,RGS4 act,HDAC3 inhib,TRPC6 inhibitor,TRPC6 activator,MrgX1 agonist
COc1ccc(NC(=O)c2c(-c3c(Cl)cccc3Cl)noc2C)c(OC)c1,i,0,i,i,i,i,i,1,i,i,i
CCCC(=O)N(C)c1nnc(-c2ccc(OC)cc2)s1,i,18,i,i,i,i,i,-4,i,i,i
Cc1cc(C(=O)N2CCN(Cc3ccccc3)CC2)ccc1[N+](=O)[O-],i,-5,i,i,i,i,i,-1,i,i,i
Cc1ccc(Cn2ncc3c(NCCCN4CCOCC4)ncnc32)cc1,i,5,i,i,i,i,i,2,i,i,i
CCCNC(=O)N1CCC(C(=O)c2ccc(Cl)cc2)CC1,i,-7,i,i,i,i,i,5,i,i,i
CCc1ccc(N2C(=O)C(Cl)=C(N3CCOCC3)C2=O)cc1,i,5,i,i,i,i,i,1,i,i,i
CCOC(=O)c1cnc(-c2ccccc2)nc1Oc1ccc(C)cc1,i,20,i,i,i,i,i,0,i,i,i
COc1ccc(CCn2c(NN=C(C)C)nc3c2c(=O)[nH]c(=O)n3C)cc1,i,5,i,i,i,i,i,1,i,i,i
O=C(c1cc(-c2ccc(Cl)cc2Cl)on1)N1CCN(C(=O)c2ccco2)CC1,i,0,i,i,i,i,i,-10,i,i,i
O=S(=O)(Nc1ccc(Cl)cn1)c1cccc(S(=O)(=O)c2ccccc2)c1,i,13,i,i,i,i,i,1,i,i,i
COc1ccccc1CNC(=O)COc1ccc([N+](=O)[O-])cc1,i,1,i,i,i,i,i,10,i,i,i
CN(C)C=NC(=O)c1cccn1-c1ncc(C(F)(F)F)cc1Cl,i,3,i,i,i,i,i,2,i,i,i
CC(C)(C)OC(=O)CNC(=O)c1[nH]cnc1C(=O)NCCCCCN,i,-1,i,i,i,i,i,-7,i,i,i
Cc1cc2c(NC(=O)Nc3ccccc3)cccc2nn1,i,-3,i,i,i,i,i,8,i,i,i
O=C(Cc1ccsc1)Nc1ccccc1F,i,3,i,i,i,i,i,3,i,i,i
CCOC(=O)/C(C#N)=C/Nc1cc(OC)ccc1OC,i,0,i,i,i,i,i,-1,i,i,i
O=C(N/C(=C\c1ccc(Br)cc1)C(=O)N1CCOCC1)c1ccc([N+](=O)[O-])cc1,i,-4,i,i,i,i,i,14,i,i,i
COc1ccc(OC)c(S(=O)(=O)N2CCC(C(=O)N3CCc4ccccc4C3)CC2)c1,i,-14,i,i,i,i,i,2,i,i,i
O=C(c1cc(=O)[nH]c2ccccc12)N1CCN(S(=O)(=O)c2ccc3ccccc3c2)CC1,i,14,i,i,i,i,i,-8,i,i,i
Cc1onc(C(=O)NN)c1-c1csc(COc2ccccc2)n1,i,-2,i,i,i,i,i,3,i,i,i
Cc1ccccc1NC(=O)CSc1ccc2nnc(-c3ccccn3)n2n1,i,1,i,i,i,i,i,·,i,i,i
O=C(NCC1CCCN(C2Cc3ccccc3C2)C1)c1cccs1 (centres undefined),i,-22,i,i,i,i,i,0,i,i,i
CCCCn1c(N)c(N(CCOC)C(=O)COC(=O)COc2ccc(CC)cc2)c(=O)[nH]c1=O,i,-10,i,i,i,i,i,0,i,i,i
CCOC(=O)c1c(-c2ccccc2)oc2ccc(O)c(CN3CCN(C)CC3)c12,i,-3,i,i,i,i,-8.1*,7,i,i,i
COCCNC(=O)c1c(N)n(CCCn2ccnc2)c2nc3ccccc3nc12,i,4,i,i,i,i,i,-69,i,i,i
CNC(=O)C(C)NS(=O)(=O)c1ccc(F)cc1 (centres undefined),i,-8,i,i,i,i,i,-3,i,i,i
COc1ccc(/C(N)=N/OC(=O)CC2CCCCC2)cc1,i,3,i,i,i,i,i,3,i,i,i
CN(C)CCN(Cc1ccccc1)c1nccc(N(C)C)c1C#N,i,-4,i,i,i,i,i,-5,i,i,i
COC(CNC(=O)c1c[nH]c2ccc(S(=O)(=O)N3CCC4(CC3)OCCO4)cc2c1=O)OC,i,5,i,i,i,i,i,-2,i,i,i
O=C(CCC(=O)c1cccs1)NCc1ccccc1,i,10,i,i,i,i,i,4,i,i,i
CCc1cccc(C)c1NC(=O)CO/N=C(\C)c1cc2ccccc2o1,i,-9,i,i,i,i,i,5,i,i,i
Cc1oc2cc3oc(=O)c(CCC(=O)NCCN4CCOCC4)c(C)c3cc2c1C,i,2,i,i,i,i,i,-1,i,i,i
Cc1ccc(-c2nc(CS(=O)CC(=O)NC3CCCC(C)C3C)c(C)o2)cc1 (centres undefined),i,5,i,i,i,i,i,-2,i,i,i
